High-throughput results as filed in PubChem.
Tat transport: E. coli Tat transport inhibition | E. coli MC4100 TorA-mCherry Tat export, fluorescence | inhibition, % at 10 µM | actives 0.036% (n = 340,000);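 active = mean replicate inhibition at least 50% and at least half of replicates individually reaching 50%; inconclusive = only one of the two criteria met; inactive = neither criterion met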;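 also: exported cargo escapes ClpAP degradation while cytoplasmic cargo is degraded and loses fluorescence; 0% = median of neutral control wells and 100% = median of NaSCN control wells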
Wnt act: activates Wnt/beta-catenin signaling in a reporter cell assay | activator, plate reader | activation, % at 9.35 µM | actives 1.2% (n = 300,000) | AID 743398; in the data active = activation above about 30%, passing the limit was not always enough; inconclusive = no clear call, values can overlap the other calls;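 also: 0% = neutral control wells and 100% = positive control wells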
CAL PDZ FP-1: human CAL PDZ-peptide interaction inhibition; purified CAL PDZ, TMR-peptide fluorescence polarization, 1 h; inhibition, % at 20 µM; actives 0.02% (n = 330,000); AID 504414;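 active = highest replicate inhibition of at least 40%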;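 also: plate controls were DMSO neutral control wells for no effect and unlabeled competitor peptide control wells for full effect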
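Test system: tagged CAL PDZ domain / Buffer or medium: sodium phosphate/NaCl buffer pH 7.4 with TCEP, IgG, Thesit / Reagent: TMR-labelled reporter peptide T*-PRC34 bound in PDZ groove / Compound dosing: single point, 20 µM / Schedule: 1 h incubation at room temperature before polarization reading / Technique: fluorescence polarization (mP) / Benchmarks: unlabelled peptide, DMSO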
MITF TRPM1 HTS: increases MITF-driven TRPM1 promoter luciferase signal; actives 0.75% (n = 300,000); activation, % at 12.5 µM; SK-MEL-5 TRPM1-promoter luciferase, 24 h; % of positive control, neutral wells = 0;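 active = mean activation of at least 80% with every replicate also reaching 80%; inconclusive = mean reaches 80% but some replicate falls short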;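 also: 0% = neutral control wells and 100% = parthenolide positive control wells; values of inactives mirror those of a sister screen read the other way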
RTF Ca sens act: cardiac RTF calcium sensitization. actives 0.24% (n = 340,000). activation, % at 7.2 µM. P19429+P45379. IANBD-labeled TnC RTF fluorescence at EC20 calcium; 0% EC20 calcium, 100% full calcium;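 active = activation above the mean over all tested compounds plus 3 SD, cut at about 30% in these data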;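 also: rise in fluorescence read as greater calcium sensitivity of cardiac thin filaments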
CDK5 p35 inh: blocks human CDK5/p35 kinase activity. Q00535+Q15078. Recombinant CDK5/p35, ADP-Glo luminescence, 60 min. inhibition, % at 10 µM. actives 0.01% (n = 330,000);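 active = highest replicate inhibition of at least 50% and at least 75% of replicates reaching 50%; inconclusive = only one of the two criteria met; inactive = both criteria failed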;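 also: plate controls were DMSO neutral control for no effect and GW8510 at 10 µM for full effect; many of its hits are not listed in these tables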
Target sequence (Q00535 whole entry, looked up): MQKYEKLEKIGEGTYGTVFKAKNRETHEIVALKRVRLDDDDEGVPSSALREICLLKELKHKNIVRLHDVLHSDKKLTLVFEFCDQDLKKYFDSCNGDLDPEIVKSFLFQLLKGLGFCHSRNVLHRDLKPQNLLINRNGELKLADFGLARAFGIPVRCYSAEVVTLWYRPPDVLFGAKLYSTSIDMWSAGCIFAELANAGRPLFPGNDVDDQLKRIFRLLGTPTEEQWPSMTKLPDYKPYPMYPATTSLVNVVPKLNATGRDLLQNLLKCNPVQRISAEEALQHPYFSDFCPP
Target sequence (Q15078 whole entry, looked up): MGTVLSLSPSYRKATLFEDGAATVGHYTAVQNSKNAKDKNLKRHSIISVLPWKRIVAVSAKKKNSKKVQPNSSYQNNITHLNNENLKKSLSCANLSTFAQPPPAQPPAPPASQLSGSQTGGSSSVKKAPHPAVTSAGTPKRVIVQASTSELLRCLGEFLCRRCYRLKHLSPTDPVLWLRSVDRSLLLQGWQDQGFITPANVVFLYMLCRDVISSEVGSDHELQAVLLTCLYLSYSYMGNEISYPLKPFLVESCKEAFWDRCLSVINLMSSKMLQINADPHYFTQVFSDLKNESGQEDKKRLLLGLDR
CAL PDZ FP-2: CAL PDZ (human) peptide binding inhibition | inhibition, % at 24.9 µM | purified CAL PDZ, TMR-peptide fluorescence polarization, 1 h | actives 0.92% (n = 300,000) | Q9HD26 | AID 602252;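 active = mean inhibition of at least 30% with at least half of replicates also reaching 30%; inconclusive = no clear call, values can overlap the other calls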;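 also: 0% = DMSO neutral control and 100% = excess unlabeled competitor peptide PRC23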
dFosB act: enhances mouse delta FosB homodimer DNA binding | P13346 | purified delta FosB, TAMRA-CDK5 oligo fluorescence polarization; percent of positive-control signal above neutral wells | activation, % at 25 µM | actives 0.99% (n = 340,000) | AID 493131;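 active = mean activation above about 17%, with every replicate also reaching it, limit read from the data, passing the limit was not always enough; inconclusive = only one of the two conditions met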;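 also: fluorescence polarization rise as delta FosB binds a TAMRA Cdk5 AP-1 oligo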
Target sequence (P13346 whole entry, looked up): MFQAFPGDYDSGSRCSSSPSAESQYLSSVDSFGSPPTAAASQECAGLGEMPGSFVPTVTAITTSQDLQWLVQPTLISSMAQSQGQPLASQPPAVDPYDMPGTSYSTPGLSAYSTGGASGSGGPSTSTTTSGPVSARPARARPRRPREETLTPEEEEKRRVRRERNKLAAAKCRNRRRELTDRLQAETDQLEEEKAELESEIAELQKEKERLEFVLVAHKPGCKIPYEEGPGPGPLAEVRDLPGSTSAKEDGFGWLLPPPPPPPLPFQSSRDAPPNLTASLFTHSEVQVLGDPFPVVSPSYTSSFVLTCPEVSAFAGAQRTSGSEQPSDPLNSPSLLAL
Rtt109 Vps75: blocks Candida albicans Rtt109/Vps75 acetyltransferase activity. inhibition, % at 34.9 µM. actives 0.16% (n = 330,000). Q5AAJ8. purified Rtt109/Vps75, ThioGlo CoA-SH fluorescence, 4 h;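 active = inhibition of at least 50% in every replicate; inconclusive = best replicate reaches 50% inhibition but some replicates fall short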
V-ATPase pHluor: alters yeast V-ATPase proton transport; S. cerevisiae, pHLuorin cytosolic pH fluorescence; actives 0.37% (n = 350,000); response, % at 10 µM; AID 504577; in the data active = response mostly above about 7.3%, no sharp cut-off; inactive = mostly below about 5.4%; also: actives read high; inactives centre near 0; some compounds called inactive have numbers as strong as hits
* = called active by the depositor; ? = inconclusive; nt = no result given. Rows were taken by chance; 4.1% or so of the library scored in one or more.

SMILES | Tat transport | Wnt act | CAL PDZ FP-1 | MITF TRPM1 HTS | RTF Ca sens act | CDK5 p35 inh | CAL PDZ FP-2 | dFosB act | Rtt109 Vps75 | V-ATPase pHluor
CN(C(=O)Cn1nc(C(=O)O)c2ccccc2c1=O)c1ccccc1 | 4 | 0 | -2.8 | -4 | -1 | 2.7 | -1 | -3 | -4 | 3
Cc1nc2nc(SCC(=O)NCCCN3CCCC(C)C3)nn2c(C)c1Cc1ccccc1Cl (configuration not stated) | 10 | 1 | -2.1 | 22 | -2 | nt | -5 | -4 | 3 | 1
COc1cc(CNCCNC(=O)c2nonc2N)ccc1OCc1ccc(Cl)cc1 | 14 | 4 | -2.3 | 7 | -2 | 0.1 | -4 | 0 | 3 | 0
O=C(NC(=S)NCCc1ccccn1)c1ccccc1 | -8 | 0 | -0.7 | nt | 2 | 2.4 | -2 | 4 | 2 | 1
O=C(Nc1ccc(S(=O)(=O)N2CCCCCC2)cc1)c1c(F)cccc1F | 4 | -1 | -2.8 | 4 | 0 | -0.7 | -2 | -1 | nt | 2
CCOC(=O)c1c(N)sc(C(=O)N(C)C)c1C | -2 | -1 | nt | -5 | 4 | -0.7 | 6 | -4 | 4 | 15*
O=C1C=C(c2ccc(F)cc2OCc2ccccc2)C[C@@H](c2ccc(F)cc2)C1 | -1 | -5 | -2.0 | -2 | 4 | -1.2 | -1 | 0 | -2 | 2
O=C1CC(=C(c2ccccc2)c2ccccc2)C(=O)N1CCCCN1CCN(c2ccccc2)CC1 | 8 | nt | 0.8 | -2 | 4 | 1.1 | -2 | -3 | 18 | -2
CC(=O)C[C@H]1c2ccccc2S(=O)(=O)N1C1CCCCC1 | -7 | -1 | 0.4 | 8 | 7 | 0.1 | -2 | -1 | 2 | 2
N#CC1(c2ccccc2)CCC(=NO)CC1 (configuration not stated) | 1 | nt | -1.1 | nt | 2 | -0.2 | nt | -1 | -19 | -2
O=[N+]([O-])c1cc(Br)cc(C=Nc2ccc3c(c2)OCO3)c1O | 9 | 6 | -3.2 | 1 | -2 | 2.8 | 3 | -14 | -1 | -1
O=C(CNC(=O)c1ccc(F)cc1)NCc1ccccn1 | -2 | 0 | -0.1 | -2 | 2 | 1.0 | nt | -1 | -3 | 12
CN(c1ccc(C(=O)Nc2ccc3c(c2)OCO3)cc1)S(C)(=O)=O | 0 | 13 | 0.2 | 54 | 9 | 1.3 | -6 | -6 | 51* | -4
O=C(CN(CC1CCCO1)C(=O)CCC(=O)Nc1nccs1)NCc1ccc2c(c1)OCO2 (configuration not stated) | -14 | -2 | 0.4 | -5 | -2 | -1.4 | 1 | 0 | 18 | 0
COc1ccc(S(=O)(=O)N(CC(=O)NC2CC2)Cc2ccccc2)cc1 | -2 | -1 | -0.2 | -5 | 0 | 0.8 | -7 | -9 | -4 | -6
O=C(COC(=O)c1cc(S(=O)(=O)N2CCCC2)ccc1O)NCCc1ccccc1 | -5 | -3 | -0.7 | 2 | -2 | 1.2 | -4 | -2 | 2 | 3
CCN(C(=O)Cn1c(=O)n(-c2cc(OC)c(OC)c(OC)c2)c(=O)c2ccccc21)c1cccc(C)c1 | -6 | -1 | -2.3 | -6 | 0 | -1.3 | -1 | -5 | 0 | 3
Cc1cc(=O)[nH]c(N2CCc3ccccc3C2)n1 | 0 | nt | -0.1 | 0 | -7 | 1.1 | -4 | 6 | 4 | -6
O=C(CCc1ccccc1)Nc1ccc(NS(=O)(=O)c2ccccc2)cc1 | -3 | -2 | -0.9 | -1 | 2 | 0.0 | 26 | -9 | nt | -1
CCOC(=O)CC(=O)NC(CC(=O)OC)c1ccc(Br)cc1 (configuration not stated) | -8 | 0 | -1.3 | 1 | 3 | 0.2 | 1 | 1 | 12 | 0
Cn1cccc1C(=O)OCc1ccc(F)cc1 | 1 | 1 | -0.9 | 55 | -5 | 0.0 | -2 | -4 | 2 | 1
Nc1ncnc2nc(SCC(=O)N3CCN(c4ccccc4)CC3)[nH]c12 | 8 | nt | -1.9 | 9 | 3 | 1.0 | nt | 1 | 11 | -2
N=C1C(c2ccccc2)=C(O)CN1c1cccc(S(=O)(=O)Nc2cccc(C(F)(F)F)c2)c1 | 6 | -5 | -1.4 | 4 | -4 | -0.6 | 2 | -6 | nt | 1
COc1ccc(OC)c(NC(=O)c2cccc(C)c2[N+](=O)[O-])c1 | -15 | 1 | -0.4 | -10 | -2 | -2.2 | -4 | -9 | nt | -1
CCc1nnc(NC(=O)CSc2nnc(Cc3ccccc3)n2Cc2ccccc2)s1 | 3 | -1 | -0.1 | 5 | -1 | 1.6 | 11 | -4 | ? | -3
CC(=O)c1ccc(N2CCN(CC(O)COCc3ccco3)CC2)cc1 (configuration not stated) | -3 | nt | -2.3 | 1 | 13 | -2.3 | -1 | -7 | nt | 2
Fc1ccc(-c2ccc3c(c2)C2CC3CCN2Cc2ccc3c(c2)OCO3)cc1 (configuration not stated) | 7 | -1 | -6.8 | 8 | 4 | 0.8 | -1 | 2 | -4 | 4
O=C(c1cccc(S(=O)(=O)N2CCCCC2)c1)N(CCc1ccccc1)Cc1ccccc1 | 9 | -4 | -1.9 | -8 | -5 | -0.1 | -4 | -12 | 11 | -4
S=C(Nc1ccccc1)N(Cc1ccccc1)Cc1ccncc1 | 22 | -1 | -0.5 | -4 | 1 | 0.9 | 0 | -16 | -2 | 2
COc1ccc(CN(C(=O)c2ccccc2Br)C2CCS(=O)(=O)C2)cc1 (configuration not stated) | -2 | -1 | -0.9 | -2 | -2 | 0.5 | nt | -5 | 4 | 5
O=C(Nc1ccc(Cl)cc1)[C@@H]1[C@@H]2C(=O)N(c3cccc(F)c3)C(=O)[C@@H]2[C@H]2C=CC=NN21 | -3 | 0 | -0.8 | nt | 1 | -0.3 | 6 | -19 | -4 | -2
COc1ccc(OC)c(-n2nnnc2SCC(=O)NCc2ccc3c(c2)OCO3)c1 | 0 | nt | -3.5 | -5 | 6 | 1.8 | -6 | 0 | nt | -1
OC(CN1CCN(c2cccc(Cl)c2)CC1)c1ccccc1 (configuration not stated) | -4 | -2 | -0.5 | 9 | -11 | 0.2 | -2 | -4 | -2 | 5
CC(C)(CNC(=O)c1ccc(NS(=O)(=O)c2ccc(F)cc2)cc1)N1CCOCC1 | -19 | -1 | -1.3 | 8 | 4 | 0.2 | -2 | 0 | 18 | -6
CCc1ccc(N2CCN(S(=O)(=O)CC34CCC(CC3=O)C4(C)C)CC2)cc1 (configuration not stated) | -6 | -4 | -0.1 | nt | 1 | 1.1 | -2 | -12 | -8 | 0
CCc1c(C)nc2ncnn2c1Nc1ccccc1C | 4 | -3 | -1.4 | -12 | 5 | -0.6 | nt | -7 | -3 | -6
CN(CC(=O)OCC(=O)NC(=O)c1cccn1C)S(=O)(=O)c1ccc(Cl)cc1 | -9 | nt | -1.2 | -5 | -5 | 0.2 | 0 | -6 | -7 | -2
COCCN(C(=O)c1ccco1)c1nnc(-c2ccc(OC)c(OC)c2)s1 | 3 | -1 | nt | 24 | -5 | 0.4 | 2 | 1 | -4 | -1
COc1ccccc1C(=O)Nc1ccccc1SC(=O)c1ccccc1OC | -11 | 25 | -0.8 | 9 | -3 | 0.8 | -3 | -7 | 0 | -3
O=C1c2nccnc2C(=O)N1c1ccc(C(F)(F)F)cc1 | 2 | 1 | -1.3 | 3 | 7 | -0.1 | 0 | 5 | -3 | 0

One compound at a time (already shown).
CCc1ccc(N2CCN(S(=O)(=O)CC34CCC(CC3=O)C4(C)C)CC2)cc1 (configuration not stated) is entered as Tat transport: -6; Wnt act: -4; CAL PDZ FP-1: -0.1; MITF TRPM1 HTS: nt; RTF Ca sens act: 1; CDK5 p35 inh: 1.1; CAL PDZ FP-2: -2; dFosB act: -12; Rtt109 Vps75: -8; V-ATPase pHluor: 0
CCc1nnc(NC(=O)CSc2nnc(Cc3ccccc3)n2Cc2ccccc2)s1 is entered as Tat transport: 3; Wnt act: -1; CAL PDZ FP-1: -0.1; MITF TRPM1 HTS: 5; RTF Ca sens act: -1; CDK5 p35 inh: 1.6; CAL PDZ FP-2: 11; dFosB act: -4; Rtt109 Vps75: ?; V-ATPase pHluor: -3

The list continues:
SMILES | Tat transport | Wnt act | CAL PDZ FP-1 | MITF TRPM1 HTS | RTF Ca sens act | CDK5 p35 inh | CAL PDZ FP-2 | dFosB act | Rtt109 Vps75 | V-ATPase pHluor
CC1(C)Cc2c(cnn2-c2ccccc2)-c2c1c1ccccc1n2CC(O)CCl (configuration not stated) | -3 | -7 | 0.6 | -2 | -4 | 0.7 | -5 | -8 | -6 | 1
COc1ccccc1N1CCN(S(=O)(=O)c2cn(C)nc2C)CC1 | -1 | -1 | -2.1 | -8 | 2 | -0.6 | 5 | -7 | -5 | 2
Cc1ccc(N2C(=O)C3C(C2=O)N2C(c4cccs4)C4C(=O)N(c5ccc(C)cc5)C(=O)C4N2C3c2cccs2)cc1 (configuration not stated) | -4 | nt | -0.8 | -9 | 1 | -1.5 | -3 | 2 | 5 | -3
C[C@H](NC(=O)[C@@H]1Cc2ccccc2CN1)C(=O)Nc1ccc2c(c1)OCCO2 | -1 | -1 | -2.9 | 13 | -4 | nt | -3 | -2 | 3 | -1

Grouped by structure, the compounds so far with a thiophene ring, fused or not (two)
SMILES | Tat transport | Wnt act | CAL PDZ FP-1 | MITF TRPM1 HTS | RTF Ca sens act | CDK5 p35 inh | CAL PDZ FP-2 | dFosB act | Rtt109 Vps75 | V-ATPase pHluor
CCOC(=O)c1c(N)sc(C(=O)N(C)C)c1C | -2 | -1 | nt | -5 | 4 | -0.7 | 6 | -4 | 4 | 15*
Cc1ccc(N2C(=O)C3C(C2=O)N2C(c4cccs4)C4C(=O)N(c5ccc(C)cc5)C(=O)C4N2C3c2cccs2)cc1 (configuration not stated) | -4 | nt | -0.8 | -9 | 1 | -1.5 | -3 | 2 | 5 | -3

4 structures out of the list, sorted by count of non-hydrogen atoms, ascending.
SMILES | Tat transport | Wnt act | CAL PDZ FP-1 | MITF TRPM1 HTS | RTF Ca sens act | CDK5 p35 inh | CAL PDZ FP-2 | dFosB act | Rtt109 Vps75 | V-ATPase pHluor
O=C1c2nccnc2C(=O)N1c1ccc(C(F)(F)F)cc1 | 2 | 1 | -1.3 | 3 | 7 | -0.1 | 0 | 5 | -3 | 0
C[C@H](NC(=O)[C@@H]1Cc2ccccc2CN1)C(=O)Nc1ccc2c(c1)OCCO2 | -1 | -1 | -2.9 | 13 | -4 | nt | -3 | -2 | 3 | -1
CC1(C)Cc2c(cnn2-c2ccccc2)-c2c1c1ccccc1n2CC(O)CCl (configuration not stated) | -3 | -7 | 0.6 | -2 | -4 | 0.7 | -5 | -8 | -6 | 1
Cc1ccc(N2C(=O)C3C(C2=O)N2C(c4cccs4)C4C(=O)N(c5ccc(C)cc5)C(=O)C4N2C3c2cccs2)cc1 (configuration not stated) | -4 | nt | -0.8 | -9 | 1 | -1.5 | -3 | 2 | 5 | -3
